KCNQ1 inh: human KCNQ1 channel inhibition; CHO-K1 KCNQ1, FluxOR thallium flux fluorescence; active compounds read high; B-score at 10 µM; actives 1.3% (n = 310,000); AID 2642;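 active = compounds whose thallium flux B-score, printed positive for inhibition, exceeds three library SD while starting fluorescence stays within three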;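 note: channel opened by potassium depolarization with thallium stimulus after 20 min compound exposure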
GSK3A inh: inhibitors of human GSK-3 alpha kinase; P49840; ADP-Glo luminescence, 60 min; inhibition, % at 10 µM; actives 0.1% (n = 320,000);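 in the data active = inhibition above about 50%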;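 note: GST-tagged GSK-3 alpha with peptide substrate and 25 µM ATP; 0% = DMSO neutral wells and 100% = GW8510 positive control wells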
RGS4 act: potentiators or activators of RGS4; HEK293 M3R/inducible RGS4, carbachol calcium flux Fluo4; active compounds read low; actives 0.92% (n = 310,000); B-score at 10 µM;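 active = B-score of the integrated calcium signal more than 4 SD below the library mean, with starting fluorescence not abnormally high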;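 note: negative B-score means reduced calcium response which marks RGS4 activation or potentiation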
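Reagent: ECmax carbachol challenge; Test system: M3R-expressing HEK293 line, RGS4 induced by doxycycline; Schedule: overnight RGS4 induction, 30 min dye load 37 °C, 20 min compound RT; Detection: calcium dye Fluo4 fluorescence; Read-out: Agonist-evoked peak-minus-minimum fluorescence over baseline, integrated ratio, B score.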
GSK3beta inhib: human GSK3beta kinase inhibition; P49841; GST-GSK3beta kinase, ADP-Glo luminescence, 60 min; active compounds read low; activity score (negative = inhibition), % at 10 µM; actives 0.038% (n = 300,000); AID 2097;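 active = more than half of replicate wells score below -50%, meaning over 50% inhibition versus plate controls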;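 note: 0% = median DMSO wells and -100% = median GW8510 positive control wells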
Target sequence (P49841 whole entry, looked up): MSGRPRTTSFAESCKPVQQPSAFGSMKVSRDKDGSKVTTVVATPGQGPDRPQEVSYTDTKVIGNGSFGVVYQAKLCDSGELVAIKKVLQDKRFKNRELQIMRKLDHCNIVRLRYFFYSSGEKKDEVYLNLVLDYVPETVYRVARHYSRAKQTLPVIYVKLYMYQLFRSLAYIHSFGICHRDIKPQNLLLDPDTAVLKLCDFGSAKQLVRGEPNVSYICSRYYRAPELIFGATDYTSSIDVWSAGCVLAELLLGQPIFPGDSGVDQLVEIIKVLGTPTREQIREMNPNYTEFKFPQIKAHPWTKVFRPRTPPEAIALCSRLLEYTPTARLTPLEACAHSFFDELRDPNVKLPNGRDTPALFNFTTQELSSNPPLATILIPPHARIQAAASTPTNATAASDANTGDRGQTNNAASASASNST
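Test system – GST-tagged human GSK3beta kinase, cell-free · Incubation – 60 min enzyme reaction, room temperature · Signal – ADP-Glo luminescence · Also added – peptide substrate and ATP at 25 µM · Controls – DMSO neutral wells and GW8510 at 20 µM as positive · Buffer or medium – Tris/MgCl2 kinase buffer · Measure – Luminescence-derived activity versus plate DMSO and GW8510 wells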
RGS4 inh: human RGS4 inhibition | B-score at 10 µM | HEK293 M3R/RGS4 inducible, Fluo-4 calcium flux; active compounds read high; triggered by carbachol at its EC20 | AID 463165 | P49798 | actives 0.45% (n = 310,000);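 active = B-score, a plate-corrected calcium signal, over three deviations above library mean, with baseline fluorescence within five deviations of library mean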;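 note: RGS4 expression induced by doxycycline in cells with stable M3 receptor; B-score is computed from the integrated fluorescence ratio over baseline after carbachol; higher B-score means a larger calcium signal and so more RGS4 inhibition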
Target sequence (P49798 whole entry, looked up): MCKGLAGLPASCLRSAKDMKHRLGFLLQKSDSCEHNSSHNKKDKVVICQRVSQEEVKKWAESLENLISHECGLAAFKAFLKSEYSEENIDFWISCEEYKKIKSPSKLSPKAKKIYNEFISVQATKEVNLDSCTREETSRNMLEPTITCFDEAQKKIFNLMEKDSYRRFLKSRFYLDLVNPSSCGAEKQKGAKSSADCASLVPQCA
KCNK3 block: human KCNK3 channel inhibition, primary screen; actives 0.84% (n = 340,000); CHO-KCNK3 thallium flux, FluxOR fluorescence; active compounds read low; B-score at 10 µM; O14649;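 active = B-score under library mean minus 4 SD, starting fluorescence ratio at most library mean plus 5 SD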;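 note: more negative B-score means stronger inhibition of thallium flux through KCNK3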
Target sequence (O14649 whole entry, looked up): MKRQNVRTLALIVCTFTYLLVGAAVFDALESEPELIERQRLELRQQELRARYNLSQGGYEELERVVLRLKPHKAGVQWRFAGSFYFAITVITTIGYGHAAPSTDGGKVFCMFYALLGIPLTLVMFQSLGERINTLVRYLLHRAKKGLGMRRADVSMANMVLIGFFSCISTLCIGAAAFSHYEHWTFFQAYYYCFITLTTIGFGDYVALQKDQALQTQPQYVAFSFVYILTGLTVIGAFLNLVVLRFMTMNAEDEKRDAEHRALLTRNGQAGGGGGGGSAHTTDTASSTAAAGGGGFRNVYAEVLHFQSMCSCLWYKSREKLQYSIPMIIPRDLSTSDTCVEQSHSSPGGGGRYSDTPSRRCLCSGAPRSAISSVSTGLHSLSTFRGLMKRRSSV
Dyrk1A ADPGlo: Dyrk1A (rat) kinase inhibition; ADP-Glo luminescence, NFATc1 peptide; Q63470; actives 0.43% (n = 310,000); inhibition, % at 12.5 µM; in the data active = inhibition above about 50%;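 note: plate controls were vehicle with enzyme for no effect and no enzyme for full effect; many of its hits are not listed in these tables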
hERG rescue: hERG (human) protection from proarrhythmic block; Q12809; CHO-hERG, FluxOR thallium flux, dofetilide IC70 present; activation (rescue from dofetilide block), less the hit threshold, % at 10 µM; actives 0.51% (n = 310,000);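 active = activation above the mean of controls blocked by dofetilide plus 5 SD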;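 note: thallium influx through hERG after potassium depolarization seen as dye fluorescence rise; in these data hits start at about 4.7%; inactives centre near -7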
PolyA inh: inhibitors of polyadenylation in S. cerevisiae; S. cerevisiae SKY197-pL101 polyadenylation reporter, beta-gal luminescence; efflux-impaired pdr1/pdr3 knockout yeast; score 100 = 6 SD above DMSO; AID 1875; calls only at 12 µM; actives 0.02% (n = 300,000);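 active = lowest replicate activity score at least 50, where 100 means six control SD above control mean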;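 note: yeast exposed to compound for 9 h at 30 °C; higher score means more reporter readthrough which indicates perturbed polyadenylation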
KCNK9 block: blocks the human KCNK9 two-pore domain potassium channel. B-score at 10 µM. actives 1.2% (n = 310,000). Q9NPC2. HEK293 KCNK9, FluxOR thallium flux fluorescence; active compounds read low;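 active = ratio B-score over 3 SD below the library mean, with starting fluorescence within 5 SD of its mean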;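 note: negative B-score means less thallium flux so channel inhibition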
KCNQ1 pot: potentiators or activators of human KCNQ1 potassium channel | CHO-K1 KCNQ1, thallium flux FluxOR fluorescence; active compounds read high | actives 0.35% (n = 310,000) | B-score at 10 µM;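 active = fluorescence ratio B-score, a plate-corrected score, at least three library SD, with initial intensity B-score within 5 SD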
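System: Stable KCNQ1 CHO-K1 line | Incubation: 90 min dye loading and 20 min compound exposure, both at room temperature | Measure: Ratio B score | Medium: Assay buffer for compound exposure, DMSO matched across wells | Compound dosing: Single-concentration screen | Probe or stimulus: K+/Tl+ depolarizing stimulus | Measured by: Kinetic FluxOR fluorescence, 10 s baseline plus 110 s post-stimulus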
The depositor's hits bear a star; i = inactive; . = no result given. A portion of the library; the hit share may differ from the screen's.

item | SMILES | KCNQ1 inh | GSK3A inh | RGS4 act | GSK3beta inhib | RGS4 inh | KCNK3 block | Dyrk1A ADPGlo | hERG rescue | PolyA inh | KCNK9 block | KCNQ1 pot
1 | Cc1c(Cl)cnc(NC(=O)COC(=O)c2ccc(S(=O)(=O)NCc3ccco3)cc2)c1Cl | i | 2.9 | i | 0.0 | i | i | -5.0 | -8.4 | i | i | i
2 | O=C(COC(=O)C1CC(=O)N(Cc2ccccc2)C1)Nc1ccccc1F (configuration not stated) | i | -3.1 | i | 1.9 | i | i | 11.8 | -12.0 | i | i | i
3 | CCNC(=O)CC1C(=O)N(c2ccc(F)cc2)C(=S)N1CCc1ccncc1 (configuration not stated) | i | -3.8 | i | 8.4 | i | i | . | -11.2 | i | i | i
4 | O=C(Cc1coc2ccc3ccccc3c12)Nc1nccs1 | i | 1.2 | i | 1.9 | i | i | 19.7 | -0.8 | i | i | i
5 | COCCNS(=O)(=O)c1cc(Br)ccc1OC | i | -2.0 | i | -0.9 | i | i | -0.4 | -1.6 | i | i | i
6 | CC1CCN(C(c2ccc(N(C)C)cc2)c2nnnn2C(C)(C)C)CC1 (configuration not stated) | i | -0.8 | i | 4.1 | i | i | 1.0 | -7.9 | i | i | i
7 | CCOc1ccc(-n2cc(C(=O)Nc3cccc(OC)c3)c3cc(OC)c(OC)cc3c2=O)cc1 | i | -2.7 | i | -0.3 | i | i | 4.1 | -20.0 | i | i | i
8 | O=C(O)c1ccccc1C1=Nc2ccc(O)cc2Oc2cc(O)ccc21 | i | -1.9 | i | -2.4 | i | i | 1.6 | -10.6 | i | i | i
9 | CCCCCCCCCC(=O)NNC(=O)c1c(O)c2ccccc2n(CC)c1=O | i | 0.5 | i | 2.4 | i | i | -4.9 | -7.0 | i | i | i
10 | COC(C(=O)Nc1cccc(F)c1)c1ccccc1 (configuration not stated) | i | -0.4 | i | -0.8 | i | i | 8.2 | -10.9 | i | i | i
11 | Cc1ccc2nc(-c3ccc(NC(=O)c4ccco4)cc3)[nH]c2c1 | i | -0.3 | i | 1.7 | i | i | 2.0 | -7.3 | i | i | i
12 | CCCOc1ccc(N2CC(C(=O)NC(C)C)CC2=O)cc1 (configuration not stated) | i | -0.6 | i | 1.3 | i | i | -3.7 | -2.3 | i | i | i
13 | O=C1Nc2cccnc2N(C(=O)CCl)c2ccccc21 | i | 0.3 | i | -0.1 | i | i | -7.7 | -8.3 | i | i | i
14 | Cc1ccc(CSCCNC(=O)c2ccc(C)cc2)cc1 | i | -0.8 | i | 1.9 | i | i | 5.9 | -4.6 | i | i | i
15 | Cc1ccnc(NC(=O)c2ccc(S(=O)(=O)N3CCCCCC3)cc2)c1 | i | -1.1 | i | -1.2 | i | i | 10.7 | -6.5 | i | i | i
16 | O=[n+]1cc(-c2ccccc2)n([O-])c2c1CCC2 | i | -0.9 | i | 0.6 | i | i | -3.7 | -9.8 | i | i | i
17 | CCOC(=O)c1nn(-c2ccccc2)c2nc(Nc3ccccc3)cc(=O)n12 | i | -0.8 | i | 0.3 | i | i | -0.8 | -8.5 | i | i | i
18 | Cc1ccccc1C(OCCN(C)C)C1CCCCC1 (configuration not stated) | i | -0.3 | -8.62* | 3.7 | i | i | 3.1 | -0.3 | i | i | i
19 | Cc1ccc(Nc2nc(C(=O)NCC3CCCO3)cs2)cc1 (configuration not stated) | i | -0.5 | i | 1.4 | i | i | -0.2 | -13.5 | i | i | i
20 | CCc1ccccc1NC(=S)N(CCN(C)C)C(C)c1cccnc1 (configuration not stated) | i | 0.7 | i | -0.5 | i | i | . | -4.2 | i | i | i

Later entries:
item | SMILES | KCNQ1 inh | GSK3A inh | RGS4 act | GSK3beta inhib | RGS4 inh | KCNK3 block | Dyrk1A ADPGlo | hERG rescue | PolyA inh | KCNK9 block | KCNQ1 pot
21 | CC(=O)Nc1nonc1NC(C)=O | i | -2.7 | i | 0.3 | i | i | -1.2 | -8.2 | . | i | i
22 | CCc1ccc(CN2C(=O)c3ccccc3C2C(=O)NCc2cccnc2)cc1 (configuration not stated) | i | 2.8 | i | 3.7 | i | i | -1.4 | -12.4 | i | i | i
23 | CC(=O)/C(N=Nc1cccc(C(F)(F)F)c1)=C(\C)O | i | -1.2 | i | 2.2 | i | i | -3.7 | -3.6 | i | i | i
24 | O=C(CSc1nc2nc3c(cc2c(=O)n1-c1ccccc1)CCCC3)Nc1ccccc1 | i | 0.3 | i | 0.9 | i | i | 6.4 | -3.9 | i | i | i
25 | Cc1cc(NCCC(C)C)n2nc(C)c(-c3ccccc3)c2n1 | i | 2.8 | i | 3.0 | i | i | 1.5 | -6.1 | i | i | i
26 | O=C(Oc1ccc(N(Cc2cccs2)C2=NS(=O)(=O)c3ccccc32)cc1)c1ccccc1Cl | i | 0.8 | i | 3.0 | i | i | 5.4 | -12.9 | i | i | i
27 | CCCCCN(C(=O)CCC(=O)OCc1cccc(C)c1)c1c(N)n(CCCC)c(=O)[nH]c1=O | i | 0.9 | i | -8.2 | i | i | -0.2 | -16.6 | i | i | i
28 | CCCCC(CC)CNC(=O)C(=O)c1ccccc1NC(C)=O (configuration not stated) | i | -0.4 | i | 5.5 | i | i | -10.0 | -6.5 | i | i | i
29 | COc1ccc(/C=N/NC(=O)C(C)n2cnc3ccccc3c2=O)cc1 (configuration not stated) | i | -2.8 | i | -1.4 | i | i | 6.1 | -6.5 | i | i | i
30 | COc1ccc(CNC(=O)CCN2C(=O)c3ccncc3C2=O)cc1OC | i | -0.1 | i | 2.2 | i | i | -1.4 | -3.8 | i | i | i
31 | COc1cccc(-c2nc(N3CC(C)CC(C)C3)c3ccccc3n2)c1O (configuration not stated) | i | . | i | -2.2 | i | i | 4.4 | -16.5 | i | i | i
32 | C=CCN1C(=O)C(CC(=O)Nc2ccccc2)N(Cc2ccccn2)C1=S (configuration not stated) | i | -0.5 | i | -0.7 | i | i | 1.0 | -8.8 | i | i | i
33 | CC1(C)Oc2ccc3ccc(=O)oc3c2C[C@H]1O | i | -0.8 | i | 0.3 | i | i | 14.6 | -4.2 | i | i | i
34 | CC(=O)Nc1ccc(SCC(=O)OCC(=O)NC(=O)NCc2ccco2)cc1 | i | -1.1 | i | 5.1 | i | i | 4.1 | -12.9 | i | i | i
35 | O=C(CSCc1nc2c(nnn2Cc2ccc(F)cc2)c(=O)[nH]1)Nc1cccc(C(F)(F)F)c1 | i | -8.4 | i | 1.2 | i | i | 1.1 | -17.5 | i | i | i
36 | CC(=O)Nc1ccc(S(=O)(=O)Nc2nc3ccccc3s2)cc1 | i | -3.1 | i | 3.1 | i | i | 1.4 | -10.0 | i | i | i
37 | CC(=O)c1cc(-c2ccc(F)cc2)n(CC(=O)NCc2cccs2)c1C | i | -1.2 | i | 1.5 | i | i | -5.4 | -9.4 | i | i | i
38 | Cc1cc(Cl)ccc1NC(=O)C1COc2ccccc2O1 (configuration not stated) | i | 0.0 | i | -1.0 | i | i | . | -3.5 | i | i | i
39 | NC(=O)Cc1ccc(C(=O)c2ccccc2)s1 | i | -2.0 | i | 0.2 | i | i | 0.6 | -7.0 | i | i | i
40 | CCCCC[C@H](O)/C=C/[C@@H]1[C@@H](CCCCCCC(=O)O)[C@@H](O)C[C@H]1O | i | -3.7 | i | -3.3 | i | i | 10.6 | -5.5 | i | i | i

Remaining list, next part
item | SMILES | KCNQ1 inh | GSK3A inh | RGS4 act | GSK3beta inhib | RGS4 inh | KCNK3 block | Dyrk1A ADPGlo | hERG rescue | PolyA inh | KCNK9 block | KCNQ1 pot
41 | CCCCN(C(=O)Cn1nnc2ccccc21)C(C(=O)NCCOC)c1ccc(OC)cc1OC (configuration not stated) | i | -1.3 | i | 2.8 | i | i | -6.9 | 0.6 | i | i | i
42 | COc1ccc(S(=O)(=O)N(c2onc(C)c2Cl)S(=O)(=O)c2ccc(OC)cc2)cc1 | i | -2.9 | i | 1.9 | i | i | -1.4 | -11.1 | i | i | i
43 | CCCOc1cccc(NC(=O)OC2CCN(C)CC2)c1 | i | 0.8 | i | -0.7 | i | i | 6.3 | -4.3 | i | i | i
44 | COc1cc(-c2nc3ccccn3c2/N=C/c2cccc(OC)c2O)ccc1O | i | -4.5 | i | -2.0 | i | i | 4.4 | -3.5 | i | i | i
45 | O=C(Nc1ncc(Cc2cc(Cl)ccc2Cl)s1)c1ccc([N+](=O)[O-])cc1 | i | 1.9 | i | 1.2 | i | i | -0.7 | -12.3 | i | i | i
46 | CC(NCc1ccc(OCc2ccc(Cl)cc2)cc1)C(O)c1ccccc1 (configuration not stated) | i | 5.5 | i | -4.0 | i | i | -7.0 | -36.6 | i | i | i
47 | COc1ccc(S(=O)(=O)N2CCN(Cc3c[nH]c4ccccc34)CC2)cc1 | i | -2.1 | i | 1.8 | i | i | 3.4 | -5.8 | i | i | i
48 | Nc1c2c(nc3ccn(-c4ccccc4)c(=O)c13)CCCCC2 | i | 18.0 | i | 4.0 | i | i | 7.1 | -1.3 | i | i | i
49 | O=C(CC(CC(=O)c1ccccc1)C(=O)O)c1ccccc1 | i | -5.0 | i | -1.4 | i | i | -7.2 | -14.8 | i | i | i
50 | Cc1cs/c(=N\N=C\c2ccc(O)cc2)n1Cc1ccco1 | i | -0.6 | i | 0.9 | i | i | -1.4 | -7.1 | i | -6.66* | i
51 | O=C(c1cnc2ccc(Cl)cc2c1Cl)N1CCOCC1 | i | . | i | -1.0 | i | i | 3.1 | -7.1 | i | i | i
52 | O=C(c1ccc(COc2ccccc2Cl)o1)N1CCOCC1 | i | -0.4 | i | 1.1 | i | i | -0.5 | 0.3 | i | i | i
